High-throughput results: PubChem, several laboratories
ABCG2 block: ABCG2 efflux pump inhibitors, primary screen, multiplex with ABCB1, IgMXP3 cells, flow cytometry; JC-1 efflux; inhibition, % at 6.6 µM; 0.1% of 190,000 active;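 active = inhibition above 80%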;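 note: 0% = DMSO and 100% = nicardipine control wells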
Target sequence (Q9UNQ0 whole entry, looked up): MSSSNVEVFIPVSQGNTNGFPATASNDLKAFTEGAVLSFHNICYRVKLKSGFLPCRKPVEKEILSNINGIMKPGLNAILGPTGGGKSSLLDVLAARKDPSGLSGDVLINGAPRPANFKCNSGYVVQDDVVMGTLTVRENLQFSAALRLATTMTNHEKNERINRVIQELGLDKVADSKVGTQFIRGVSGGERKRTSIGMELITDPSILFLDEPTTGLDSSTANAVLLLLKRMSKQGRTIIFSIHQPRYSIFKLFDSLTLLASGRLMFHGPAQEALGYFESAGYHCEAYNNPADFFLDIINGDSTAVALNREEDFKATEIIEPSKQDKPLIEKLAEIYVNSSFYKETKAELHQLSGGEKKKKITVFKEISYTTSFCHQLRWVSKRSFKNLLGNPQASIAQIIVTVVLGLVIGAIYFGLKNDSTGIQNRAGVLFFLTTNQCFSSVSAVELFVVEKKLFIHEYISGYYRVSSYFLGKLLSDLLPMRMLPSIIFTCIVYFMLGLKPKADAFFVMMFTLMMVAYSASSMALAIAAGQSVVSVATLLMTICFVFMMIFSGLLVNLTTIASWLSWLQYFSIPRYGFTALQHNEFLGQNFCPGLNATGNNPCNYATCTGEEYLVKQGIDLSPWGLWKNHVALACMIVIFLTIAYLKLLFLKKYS
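Test system: IgMXP3 (ABCG2) plus far-red-tagged CCRF-Adr (ABCB1) cells / Amount: 3 million cells/mL in well / Reagent: JC-1 transporter substrate / Timing: 10 min compound exposure, 25 °C / Signal: flow cytometry, 530 nm JC-1 signal / Read-out: percent efflux inhibition, scaled nicardipine 100% to DMSO 0% / Benchmarks: nicardipine as high control, DMSO as low control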
Cdc42 wt: modulators of GTP binding to wildtype Cdc42, primary screen, biochemical, multiplex bead flow cytometry, Bodipy-GTP; 0.2% of 190,000 active; Cell division control protein 42 homolog (Homo sapiens), P60953; GST-Cdc42 beads; actives lie on both sides; percent activity (GTP binding), % at 10 µM; AID 761, 2007;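 active = percent activity GTP binding at least 20 points away from the 100% baseline, either down as inhibitor or up as activator; inconclusive = compound flagged as likely green fluorescent from well-wide comparison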;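 note: median bead fluorescence of bound Bodipy-FL-GTP at 100 nM; 0% = excess unlabeled GTP control and 100% = no compound control; below 100% means less GTP binding so inhibitor and above means activator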
Target sequence (P60953 whole entry, looked up): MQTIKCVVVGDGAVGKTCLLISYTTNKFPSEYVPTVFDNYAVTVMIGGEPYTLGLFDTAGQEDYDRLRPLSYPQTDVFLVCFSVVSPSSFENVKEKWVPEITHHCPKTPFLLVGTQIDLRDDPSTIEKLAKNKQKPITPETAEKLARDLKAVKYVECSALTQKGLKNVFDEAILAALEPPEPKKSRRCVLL
HRas wt GTP: modulators of GTP binding to HRas wildtype, primary screen, biochemical, bead-based flow cytometry, multiplex; GTPase HRas (Homo sapiens), P01112; GST-Ras wt beads, Bodipy-FL-GTP binding; actives lie on both sides; GTP binding activity, % at 10 µM; 0.14% of 190,000 active;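 active = GTP binding activity at least 20% away from the 100% baseline, either lowered as inhibitor or raised as activator; inconclusive = flagged as likely green fluorescent, judged across all proteins in the well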;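 note: 0% = unlabeled GTP competition control and 100% = no-compound control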
Target sequence (P01112 whole entry, looked up): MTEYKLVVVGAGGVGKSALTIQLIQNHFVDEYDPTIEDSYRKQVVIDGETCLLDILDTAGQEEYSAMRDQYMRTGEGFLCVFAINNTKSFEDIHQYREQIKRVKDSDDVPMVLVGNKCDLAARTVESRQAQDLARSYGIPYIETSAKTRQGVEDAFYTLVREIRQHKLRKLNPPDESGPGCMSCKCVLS
Rac1 mut GTP: GTP binding modulators of activated mutant Rac1, primary screen, biochemical, bead-based flow cytometry, multiplex, fluorescent GTP. percent activity (GTP binding), % at 10 µM. 0.11% of 190,000 active. GST-Rac1 activated beads; actives lie on both sides; 100% means binding = to untreated wells;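 active = GTP binding at least 20 percentage points away from the 100% baseline, in either direction, so actives lie on both sides; inconclusive = Compound likely fluorescent itself, or too few beads counted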
Rab7 wt GTP bind: modulators of GTP binding to Rab7, primary screen, biochemical, wildtype, multiplex bead flow cytometry | Rab7 GTPase wild type (dog), Bodipy-FL-GTP binding | GST-Rab7 beads, fluorescent GTP binding; actives lie on both sides; untreated = 100%, excess cold GTP = 0% | GTP binding activity (percent of control), % at 10 µM | 0.055% of 190,000 active;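 active = fluorescent GTP binding to Rab7 beads changed by at least 20 points from the 100% baseline, either direction, mostly lower; inconclusive = compound itself probably fluorescent, or too few beads counted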;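 note: median green fluorescence of bound Bodipy-FL-GTP per Rab7 bead population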
Pf gamet viab: late stage P. falciparum gametocyte viability inhibitors, primary screen, ATP luminescence, HTS | P. falciparum stage V gametocytes, 24 h | inhibition, % at 10.9 µM | 0.065% of 150,000 active | AID 743093, 2013;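 active = inhibition above the mean plus 3 SD of compounds within the control limits, set per campaign, cut at about 38% in these data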;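 note: 0% = DMSO wells and 100% = medium only without gametocytes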
Avidin fluor: green autofluorescence of compounds with avidin beads – biophysical, 488/530 nm, flow cytometry, artefact control, profiling panel; compound fluorescence 488/530 nm; hits give high values; fluorescence (KMESF) at 10 µM; 0.38% of 220,000 active; AID 1775, 2009; in the data active = fluorescence above about 47; note: inactives centre near 10
Rab2 wt GTP: modulators of GTP binding to Rab2A wildtype, primary screen, biochemical, dog, bead-based flow cytometry, multiplex | 0.19% of 190,000 active | AID 760, 2007 | GTP binding activity, % at 10 µM | Ras-related protein Rab-2A (Canis lupus familiaris), P61105 | GST-Rab2 wt beads, Bodipy-GTP binding;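 active = GTP binding activity at least 20 points away from 100%, either lowered or raised; inconclusive = signal likely due to the compound's own green fluorescence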;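 note: 0% = beads with excess unlabeled GTP and 100% = no-compound control corrected for plate trend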
ABCB1 block: ABCB1 efflux pump inhibitors, primary screen, cell-based, multiplex, flow cytometry, ABCG2 counter-screen. ATP-dependent translocase ABCB1 (Homo sapiens), P08183. 0.067% of 190,000 active. CCRF-Adr cells, JC-1 efflux. inhibition, % at 6.6 µM; in the data active = inhibition above about 40%;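 note: 0% = vehicle and 100% = reference inhibitor; higher value means more JC-1 retained so stronger ABCB1 efflux block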
GSH bead fluor: compound fluorescence on glutathione beads, profiling panel, artefact control, biophysical, 488/530 nm, flow cytometry; AID 1776, 2009; GSH beads flow cytometry, compound fluorescence 488/530 nm; hits give high values; fluorescence (KMESF) at 10 µM; 0.25% of 190,000 active; in the data active = fluorescence above about 89;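 note: glutathione beads carrying GST-tagged Bcl family fusion proteins plus one bare bead set; values are compound well signal with DMSO vehicle wells as background; inactives centre near 16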
Rac1 wt modul: wildtype Rac1 GTP binding modulators, primary screen, biochemical, GST-Rac1 beads, flow cytometry, multiplex. Ras-related C3 botulinum toxin substrate 1 (Homo sapiens), P63000. fluorescent GTP binding; actives lie on both sides; 0 = cold GTP competed, 100 = untreated. GTP binding activity (% of control), % at 10 µM. 0.27% of 190,000 active;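 active = GTP binding activity at least 20 points away from the 100% control level, either lower or higher; inconclusive = compound flagged as likely green fluorescent, judged across all proteins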
Numbers without * were called inactive.

Results for CC(=O)Nc1ccc(NC(=O)Nc2ccc(C)c(C)c2)cc1 ?
ABCG2 block: 0; Cdc42 wt: 98; HRas wt GTP: 97; Rac1 mut GTP: 97; Rab7 wt GTP bind: 93; Avidin fluor: 11; Rab2 wt GTP: 97; ABCB1 block: -0.1; GSH bead fluor: 16; Rac1 wt modul: 99

Results for COC1=C(Nc2ccc(O)cc2)C(=O)c2ccccc2C1=O ?
ABCG2 block: 2; Cdc42 wt: 98; HRas wt GTP: 98; Rac1 mut GTP: 97; Rab7 wt GTP bind: 98; Pf gamet viab: -4; Avidin fluor: 3; Rab2 wt GTP: 97; ABCB1 block: 0.4; GSH bead fluor: 5; Rac1 wt modul: 104

Results for CCc1nn(C)c(-c2n[nH]c(=S)n2N)c1Cl ?
ABCG2 block: 2; Cdc42 wt: 101; HRas wt GTP: 102; Rac1 mut GTP: 96; Rab7 wt GTP bind: 101; Avidin fluor: 23; Rab2 wt GTP: 99; ABCB1 block: 0.2; GSH bead fluor: 10; Rac1 wt modul: 98

What do the screens show for `O=C(CSc1nnc(CNC(=O)c2cccs2)o1)NCc1ccc(F)cc1`?
ABCG2 block: 2; Cdc42 wt: 103; HRas wt GTP: 101; Rac1 mut GTP: 101; Rab7 wt GTP bind: 101; Pf gamet viab: 17; Avidin fluor: 6; Rab2 wt GTP: 101; ABCB1 block: 0.0; GSH bead fluor: 34; Rac1 wt modul: 104

Results for COc1cccc(NC(=O)CN2C(=O)NC(C)(CCC(C)C)C2=O)c1 (stereo not given) ?
ABCG2 block: 5; Cdc42 wt: 94; HRas wt GTP: 98; Rac1 mut GTP: 95; Rab7 wt GTP bind: 103; Avidin fluor: 10; Rab2 wt GTP: 98; ABCB1 block: 0.3; GSH bead fluor: 12; Rac1 wt modul: 101

What do the screens show for `CCOC(=O)C1=C(O)CSC1=Nc1ccc(Cl)cc1`?
ABCG2 block: 1; Cdc42 wt: 97; HRas wt GTP: 97; Rac1 mut GTP: 96; Rab7 wt GTP bind: 97; Pf gamet viab: -9; Avidin fluor: 26; Rab2 wt GTP: 97; ABCB1 block: 0.0; GSH bead fluor: 25; Rac1 wt modul: 100

What do the screens show for `COc1ccc([N+](=O)[O-])cc1NC(=S)Nc1ccccc1`?
ABCG2 block: 1; Cdc42 wt: 99; HRas wt GTP: 101; Rac1 mut GTP: 95; Rab7 wt GTP bind: 99; Avidin fluor: 6; Rab2 wt GTP: 101; ABCB1 block: 0.1; GSH bead fluor: 56; Rac1 wt modul: 94

Results for CC(C)CC(C(=O)O)C(C)CC(=O)Nc1ccn(-c2ccccc2)n1 (stereo not given) ?
ABCG2 block: 17; Cdc42 wt: 101; HRas wt GTP: 102; Rac1 mut GTP: 98; Rab7 wt GTP bind: 102; Avidin fluor: 42; Rab2 wt GTP: 100; ABCB1 block: 0.5; GSH bead fluor: 26; Rac1 wt modul: 104

How did NC(N)=NCCC[C@H](NC(=O)OCc1ccccc1)C(=O)O do in these assays?
ABCG2 block: -2; Cdc42 wt: 102; HRas wt GTP: 100; Rac1 mut GTP: 99; Rab7 wt GTP bind: 99; Avidin fluor: 10; Rab2 wt GTP: 100; ABCB1 block: 0.5; GSH bead fluor: 18; Rac1 wt modul: 106

How did CCCn1c(SCC(=O)NCc2ccccc2)nnc1-c1ccncc1 do in these assays?
ABCG2 block: 6; Cdc42 wt: 98; HRas wt GTP: 98; Rac1 mut GTP: 96; Rab7 wt GTP bind: 95; Avidin fluor: 8; Rab2 wt GTP: 96; ABCB1 block: 1.6; GSH bead fluor: 31; Rac1 wt modul: 94

The last 2 entries of the section above are carried over, then new ones follow.
How did NC(N)=NCCC[C@H](NC(=O)OCc1ccccc1)C(=O)O do in these assays?
ABCG2 block: -2; Cdc42 wt: 102; HRas wt GTP: 100; Rac1 mut GTP: 99; Rab7 wt GTP bind: 99; Avidin fluor: 10; Rab2 wt GTP: 100; ABCB1 block: 0.5; GSH bead fluor: 18; Rac1 wt modul: 106

How did CCCn1c(SCC(=O)NCc2ccccc2)nnc1-c1ccncc1 do in these assays?
ABCG2 block: 6; Cdc42 wt: 98; HRas wt GTP: 98; Rac1 mut GTP: 96; Rab7 wt GTP bind: 95; Avidin fluor: 8; Rab2 wt GTP: 96; ABCB1 block: 1.6; GSH bead fluor: 31; Rac1 wt modul: 94

How did O=C(Oc1c(Cl)cc(Cl)c2cccnc12)N1CCCCC1 do in these assays?
ABCG2 block: 2; Cdc42 wt: 100; HRas wt GTP: 102; Rac1 mut GTP: 98; Rab7 wt GTP bind: 101; Pf gamet viab: 12; Avidin fluor: 14; Rab2 wt GTP: 100; ABCB1 block: 0.7; GSH bead fluor: 35; Rac1 wt modul: 104

How did Cc1ccc2sc(N(CCCN(C)C)C(=O)c3nc4ccccc4s3)nc2c1C do in these assays?
ABCG2 block: 1; Cdc42 wt: 103; HRas wt GTP: 104; Rac1 mut GTP: 102; Rab7 wt GTP bind: 103; Pf gamet viab: -14; Avidin fluor: 11; Rab2 wt GTP: 105; ABCB1 block: 0.8; GSH bead fluor: 13; Rac1 wt modul: 101

Results for COC(=O)c1ccc(NC(=O)N2CCCC(C(=O)c3ccccc3OC)C2)cc1 (stereo not given) ?
ABCG2 block: 0; Cdc42 wt: 95; HRas wt GTP: 96; Rac1 mut GTP: 95; Rab7 wt GTP bind: 97; Pf gamet viab: 12; Avidin fluor: 13; Rab2 wt GTP: 92; ABCB1 block: 0.0; GSH bead fluor: 13; Rac1 wt modul: 100

What do the screens show for `O=c1cc(-c2ccc3c(c2)OCCO3)oc2ccc(Cl)cc12`?
ABCG2 block: 12; Cdc42 wt: 102; HRas wt GTP: 100; Rac1 mut GTP: 101; Rab7 wt GTP bind: 99; Pf gamet viab: 1; Avidin fluor: 16; Rab2 wt GTP: 100; ABCB1 block: 1.1; GSH bead fluor: 16; Rac1 wt modul: 102

What do the screens show for `c1n[nH]c(SCCCCSc2ncn[nH]2)n1`?
ABCG2 block: 0; Cdc42 wt: 103; HRas wt GTP: 104; Rac1 mut GTP: 101; Rab7 wt GTP bind: 99; Avidin fluor: 6; Rab2 wt GTP: 100; ABCB1 block: -0.1; GSH bead fluor: 39; Rac1 wt modul: 106

Results for Cc1[nH]c2ccccc2c1C(=O)CSCC(=O)O ?
ABCG2 block: 2; Cdc42 wt: 103; HRas wt GTP: 101; Rac1 mut GTP: 100; Rab7 wt GTP bind: 100; Pf gamet viab: -2; Avidin fluor: 13; Rab2 wt GTP: 101; ABCB1 block: 0.3; GSH bead fluor: 24; Rac1 wt modul: 105

Results for O=C(N/N=C/c1cccc(F)c1)c1ccc(Cl)cc1 ?
ABCG2 block: 9; Cdc42 wt: 99; HRas wt GTP: 97; Rac1 mut GTP: 96; Rab7 wt GTP bind: 97; Avidin fluor: 11; Rab2 wt GTP: 97; ABCB1 block: 0.6; GSH bead fluor: 23; Rac1 wt modul: 98

How did CCCCNC(=O)Nc1ccccc1C(=O)NCCC do in these assays?
ABCG2 block: 4; Cdc42 wt: 101; HRas wt GTP: 102; Rac1 mut GTP: 99; Rab7 wt GTP bind: 101; Avidin fluor: 4; Rab2 wt GTP: 100; ABCB1 block: 0.5; GSH bead fluor: 17; Rac1 wt modul: 108

How did Nc1ncnc2c1ncn2CCN1CCOCC1 do in these assays?
ABCG2 block: -7; Cdc42 wt: 104; HRas wt GTP: 101; Rac1 mut GTP: 100; Rab7 wt GTP bind: 103; Pf gamet viab: -24; Avidin fluor: 17; Rab2 wt GTP: 101; ABCB1 block: -2.0; GSH bead fluor: 33; Rac1 wt modul: 105

How did CCCCn1nnnc1SCC(=O)NNC(=O)c1ccco1 do in these assays?
ABCG2 block: 0; Cdc42 wt: 98; HRas wt GTP: 99; Rac1 mut GTP: 98; Rab7 wt GTP bind: 101; Pf gamet viab: -30; Avidin fluor: 11; Rab2 wt GTP: 98; ABCB1 block: 0.1; GSH bead fluor: 23; Rac1 wt modul: 102

How did Cc1cccc(OCCN2CSC(=S)N(C)C2)c1 do in these assays?
ABCG2 block: -1; Cdc42 wt: 95; HRas wt GTP: 95; Rac1 mut GTP: 95; Rab7 wt GTP bind: 94; Pf gamet viab: 9; Avidin fluor: 10; Rab2 wt GTP: 94; ABCB1 block: -0.2; GSH bead fluor: 40; Rac1 wt modul: 92

Results for C/C(=N\NC(=O)c1ccco1)c1ccc(NC(=O)c2cccs2)cc1 ?
ABCG2 block: 0; Cdc42 wt: 97; HRas wt GTP: 97; Rac1 mut GTP: 97; Rab7 wt GTP bind: 99; Pf gamet viab: -3; Avidin fluor: 2; Rab2 wt GTP: 97; ABCB1 block: 0.0; GSH bead fluor: 9; Rac1 wt modul: 101

Results for C/C(=C\C(=O)c1ccc(Cl)cc1)Nc1ccc(N2CCOCC2)cc1 ?
ABCG2 block: 23; Cdc42 wt: 101; HRas wt GTP: 100; Rac1 mut GTP: 98; Rab7 wt GTP bind: 97; Pf gamet viab: 13; Avidin fluor: 11; Rab2 wt GTP: 97; ABCB1 block: -0.8; GSH bead fluor: 34; Rac1 wt modul: 102

How did Cc1ccc(NC(=O)CNS(=O)(=O)c2cccs2)cc1F do in these assays?
ABCG2 block: 6; Cdc42 wt: inconclusive; HRas wt GTP: inconclusive; Rac1 mut GTP: inconclusive; Rab7 wt GTP bind: inconclusive; Avidin fluor: 5; Rab2 wt GTP: inconclusive; ABCB1 block: 1.2; GSH bead fluor: 24; Rac1 wt modul: inconclusive

How did O=c1[nH]c(SCc2ccc(F)cc2Cl)nc2ccccc12 do in these assays?
ABCG2 block: 9; Cdc42 wt: 102; HRas wt GTP: 104; Rac1 mut GTP: 99; Rab7 wt GTP bind: 106; Pf gamet viab: 22; Avidin fluor: 10; Rab2 wt GTP: 105; ABCB1 block: 1.1; GSH bead fluor: 18; Rac1 wt modul: 101

Results for Nc1nc(CSc2ccccc2)nc(N2CCCCC2)n1 ?
ABCG2 block: 1; Cdc42 wt: 95; HRas wt GTP: 96; Rac1 mut GTP: 94; Rab7 wt GTP bind: 98; Pf gamet viab: 9; Avidin fluor: 8; Rab2 wt GTP: 95; ABCB1 block: 0.1; GSH bead fluor: 22; Rac1 wt modul: 98
